Bioassay records: PubChem BioAssay, Johns Hopkins Ion Channel Center
CHT inh – human CHT choline transport inhibition | B-score at 10 µM | CHT-expressing cells, membrane potential dye, choline response; active compounds read low | 0.86% of 310,000 active;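 active means B-score over 3 SD under the library average, and starting fluorescence ratio not unusually high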;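 further: choline stimulus applied at its EC90 after an EC20 pre-addition; B-score computed on integrated fluorescence ratio after choline addition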
Target sequence (Q9GZV3 whole entry, looked up): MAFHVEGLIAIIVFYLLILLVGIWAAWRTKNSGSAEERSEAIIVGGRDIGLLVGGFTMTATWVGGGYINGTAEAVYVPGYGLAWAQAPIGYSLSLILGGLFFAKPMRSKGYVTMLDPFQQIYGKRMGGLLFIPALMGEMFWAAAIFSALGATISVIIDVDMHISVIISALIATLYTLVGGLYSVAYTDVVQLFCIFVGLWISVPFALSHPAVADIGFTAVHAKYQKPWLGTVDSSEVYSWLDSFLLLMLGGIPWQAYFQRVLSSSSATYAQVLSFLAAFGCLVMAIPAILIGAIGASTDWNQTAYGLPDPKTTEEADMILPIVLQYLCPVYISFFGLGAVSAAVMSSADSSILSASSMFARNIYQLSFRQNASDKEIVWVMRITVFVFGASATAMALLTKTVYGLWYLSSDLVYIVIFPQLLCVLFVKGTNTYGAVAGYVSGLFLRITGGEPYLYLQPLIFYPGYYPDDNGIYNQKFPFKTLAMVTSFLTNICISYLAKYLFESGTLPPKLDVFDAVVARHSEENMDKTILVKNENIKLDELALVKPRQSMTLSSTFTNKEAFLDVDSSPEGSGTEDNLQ
Kir21 block – inhibitors of mouse Kir2.1 inward-rectifier potassium channel; P35561; B-score at 10 µM; AID 1672; 0.85% of 310,000 active; HEK293-Kir2.1, FluxOR thallium flux fluorescence; active compounds read low;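 active means fluorescence ratio B-score at or below minus 3 SD of library scores, with starting-brightness B-score within 2 SD, cut at about -4.2 in these data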;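 further: channel flux triggered by added potassium and thallium sulfate stimulus; B-score of peak minus minimum fluorescence over baseline after thallium stimulus; more negative B-score means stronger Kir2.1 block with less thallium influx; some compounds called inactive have numbers as strong as hits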
Target sequence (P35561 whole entry, looked up): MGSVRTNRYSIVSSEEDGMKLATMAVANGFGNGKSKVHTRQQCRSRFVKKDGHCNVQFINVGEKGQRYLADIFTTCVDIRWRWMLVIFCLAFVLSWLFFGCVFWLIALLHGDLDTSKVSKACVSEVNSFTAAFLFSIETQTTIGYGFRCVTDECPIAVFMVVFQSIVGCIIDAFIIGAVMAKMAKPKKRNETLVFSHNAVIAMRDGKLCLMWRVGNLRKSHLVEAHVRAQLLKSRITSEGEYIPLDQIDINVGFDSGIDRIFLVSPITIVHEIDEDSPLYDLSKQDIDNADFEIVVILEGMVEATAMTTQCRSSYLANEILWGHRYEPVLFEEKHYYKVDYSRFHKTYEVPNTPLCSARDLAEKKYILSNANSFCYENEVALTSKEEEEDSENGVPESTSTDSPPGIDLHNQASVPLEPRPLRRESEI
* = called active by the depositor; i = inactive; x = no result given.

SMILES | CHT inh | Kir21 block
CC(=O)Nc1ccc(NC(=O)c2ccc(COc3ccccc3)cc2)cc1 | i | 1.7
Oc1ccc(Cl)cc1CNc1ccc(Br)cn1 | i | 0.09
Cc1ccc(NC(=O)NCCCCc2ccccc2)cc1 | i | -2
CCc1cc(C(c2ccccc2OC)N2CCOCC2)c(NC(=O)c2ccccc2)s1 (stereo unspecified) | i | 0.27
CCOCCCNC(=O)c1cn(CC)c2ccc(S(=O)(=O)N(C)C3CCCCC3)cc2c1=O | i | -1.2
CN(C(=O)COC(=O)c1cc2ccccc2cc1O)c1c(N)n(Cc2ccccc2)c(=O)[nH]c1=O | i | 0.22
CN1CCCN(c2ccc([N+](=O)[O-])cc2)CC1 | i | 0.73
COc1cc2c(=O)n(CCC(=O)NCC3CCCO3)c(=O)n(CC(=O)Nc3ccc(C)c(C)c3)c2cc1OC (stereo unspecified) | i | -0.38
CCOC(=O)c1sc(NC(=O)C(CC)Sc2nnc3c4ccccc4n(CC)c3n2)nc1C (stereo unspecified) | i | 0.7
CCC(C)N(CC(=O)NCc1ccc(OC)cc1)C(=O)c1csnn1 (stereo unspecified) | i | 0.57
Cc1ccc2cc(C#N)c(N3CCCC3)nc2c1C | i | 2
Cc1ccc(CC2SC(=O)NC2=O)cc1Cl (stereo unspecified) | i | -1.2
Cc1ccc2nc3c(cc(C(=O)NCc4ccco4)c(=N)n3Cc3ccco3)c(=O)n2c1 | i | -1.1
Cc1ccc(S(=O)(=O)NNC(=O)C2CCCCC2)cc1 | i | -0.46
Cc1cccc(N/C=C/c2onc(C)c2[N+](=O)[O-])c1 | i | -1
O=C1N(Cc2cccc(Cl)c2)C[C@@H]2C[C@@H](c3cccn3-c3cccnc3)N3CCC[C@@]123 | i | 0
COc1cccc(CN2CCNC(=O)C2CC(=O)NCC(C)(C)N2CCOCC2)c1OC (stereo unspecified) | i | 0.99
O=C(Nc1nccs1)c1ccc(COc2c(F)c(F)cc(F)c2F)cc1 | i | -0.04
CCc1ccc2[nH]c(C(=O)Nc3ccc4c(c3)OCO4)cc2c1 | i | 0.44
Cc1nccn1CC(O)COC1CCCCC1 (stereo unspecified) | i | 2.5
C(=N\N1CCN(c2ccccn2)CC1)/C1=C(N2CCOCC2)C(=C/c2ccccc2)/CC1 | i | -0.28
CC(C)(C)C(=O)NNC(=O)c1cc2sccc2s1 | -5.8* | 0.65
CCC(=O)n1nc(-c2ccccc2)nc1NCc1ccccc1 | i | 0.09
O=C(CN1C(=O)NC(c2ccccc2)(c2ccccc2)C1=O)c1c[nH]c2ccccc12 | i | 0.58
CC1CN(C(=O)c2ccc(NS(=O)(=O)c3ccc(F)c(F)c3)cc2)CC(C)O1 (stereo unspecified) | i | 1.7
COc1ccc(C(C)=O)cc1COC(=O)CNC(=O)c1ccc(F)cc1 | i | -0.54
COc1ccc(-c2cc(C(=O)Nc3c(C)nn(Cc4ccc(Cl)cc4)c3C)no2)cc1 | i | -0.54
CCn1nnnc1SCC(=O)NC1Cc2ccccc2C1 | i | -2
CC(C)OCCCNC(=O)c1sc(=S)n(C)c1N | i | -0.51
Oc1c(N=Nc2ccccn2)ccc2ccccc12 | i | -0.01
O=C(Nn1c(-c2ccccc2)nc2ccccc2c1=O)C1CCC1 | i | 1.8
CC(C)N(C(C)C)S(=O)(=O)c1ccc(Cl)nc1 | i | -1.9
O=C(CCCNC(=O)c1ccc(Cl)cc1)NCc1ccccc1F | i | 0.21
Clc1ccc(CSc2nnc(-c3ccncc3)o2)c(Cl)c1 | i | 0.9
CCN(CCO)C(=S)Nc1cc(C(=O)OC)ccc1C(=O)OC | i | -0.64
CC(=O)N1CCC(N(C(=O)Nc2ccc(C)c(C)c2)C2CCCC2)CC1 | i | 0.37
S=C(NCC1CCCO1)NC12CC3CC(CC(C3)C1)C2 (stereo unspecified) | i | 1.2
CC/C(=N\O)c1ccc(O)c(OC)c1 | i | -1.8
Nc1nonc1-n1nnc(C(=O)N/N=C/c2ccc(OCc3cccc(Cl)c3)cc2)c1CN1CCCCC1 | i | 1.5
O=C(CSc1ncccc1C(=O)O)NCCC1=CCCCC1 | i | 0.85
CCOc1ccc(C(=O)NC(=S)Nc2ncccc2C)cc1[N+](=O)[O-] | i | -0.52
COc1cccc(NC(=S)N2CCn3c(nc4ccccc43)C2)c1 | i | 1.1
C=CCC(NCc1ccccc1)c1ccc(Cl)cc1 (stereo unspecified) | i | -3.8
Cc1ccc(S(=O)(=O)NNC(=O)Cc2cccn2C)cc1 | i | 0.85
COC(=O)c1c(O)cc(C(C)(C)C)n(-c2ccc(F)cc2)c1=O | i | 0.12
Cc1c(S(=O)(=O)N2CCN(c3cccc(Cl)c3)CC2)c(=O)n(C)c(=O)n1C | i | -0.23
Cc1nn(CC(=O)Nc2ccc(C(C)C)cc2)c(C)c1[N+](=O)[O-] | i | -1.1
C/C(=C(\C#N)C(=O)NCCN1CCOCC1)N(C)C | i | -1.4
CC1Cc2c([nH]c3ccccc23)C2c3ccccc3CN12 (stereo unspecified) | i | -0.02
COC(=O)CC1COc2ccccc2N1C(=O)/C=C/c1ccccc1 (stereo unspecified) | i | 1.6
C/C(=N\NC(=O)c1nnn(-c2nonc2N)c1CSc1ccccc1)c1ccco1 | i | -0.45
COC(=O)c1ccc(C(=O)OC)c(NC(=O)CSc2nnc(-c3ccccc3Cl)o2)c1 | i | -0.98
Cc1ccccc1/C=C1\SC(=S)N(/N=C/c2cc([N+](=O)[O-])ccc2O)C1=O | i | 0.14
NC(=O)c1nsc(C(=O)N(CC(=O)NCc2ccc(F)cc2)Cc2ccco2)c1N | i | 1.8
N#C/C(=C/c1ccc2c(c1)OCO2)C(=O)Nc1ccc(O)cc1 | i | 0.34
CCOc1cc(CNC(CC)CO)ccc1OCC(=O)Nc1cccc(C(F)(F)F)c1 (stereo unspecified) | i | -1.2
COc1ccc(-c2nc(N)ncc2-c2csc(C)n2)c(O)c1 | i | 0.02
CC1=NN(c2cccc([N+](=O)[O-])c2)C(=O)C1 | i | -0.12
CS(=O)(=O)N1CCN(c2nc3ccc(Cl)cc3s2)CC1 | i | -0.55
COC(=O)c1ccc(CSc2nnc(-c3ccccc3)n2C)o1 | i | -0.68

6 structures already listed, ordered by formula weight, lowest first.
SMILES | CHT inh | Kir21 block
N#C/C(=C/c1ccc2c(c1)OCO2)C(=O)Nc1ccc(O)cc1 | i | 0.34
CS(=O)(=O)N1CCN(c2nc3ccc(Cl)cc3s2)CC1 | i | -0.55
COc1cccc(NC(=S)N2CCn3c(nc4ccccc43)C2)c1 | i | 1.1
Cc1ccccc1/C=C1\SC(=S)N(/N=C/c2cc([N+](=O)[O-])ccc2O)C1=O | i | 0.14
CCOc1cc(CNC(CC)CO)ccc1OCC(=O)Nc1cccc(C(F)(F)F)c1 (stereo unspecified) | i | -1.2
COC(=O)c1ccc(C(=O)OC)c(NC(=O)CSc2nnc(-c3ccccc3Cl)o2)c1 | i | -0.98

Returning to the listing with the 5 entries that preceded the break.
SMILES | CHT inh | Kir21 block
CCOc1cc(CNC(CC)CO)ccc1OCC(=O)Nc1cccc(C(F)(F)F)c1 (stereo unspecified) | i | -1.2
COc1ccc(-c2nc(N)ncc2-c2csc(C)n2)c(O)c1 | i | 0.02
CC1=NN(c2cccc([N+](=O)[O-])c2)C(=O)C1 | i | -0.12
CS(=O)(=O)N1CCN(c2nc3ccc(Cl)cc3s2)CC1 | i | -0.55
COC(=O)c1ccc(CSc2nnc(-c3ccccc3)n2C)o1 | i | -0.68
Cc1cc(C(=O)CSc2nnc(-c3ccc(F)cc3)o2)c(C)n1CC1CCCO1 (stereo unspecified) | i | 0.28
O=C(NNS(=O)(=O)c1ccccc1)c1ccc([N+](=O)[O-])cc1 | i | -0.81
CC(C)NC(=O)COC(=O)CNC(=O)c1cc(Cl)cc([N+](=O)[O-])c1 | i | -2.5
COc1ccc(C2CC(C)=NN2C=O)cc1OC (stereo unspecified) | i | 2.3
O=C(NCC1CCCCC1)C1CCN(C(=O)NC2CCCCC2)CC1 | i | -0.22
CCOC(=O)Nc1ccc(S(=O)(=O)Nc2nc(C)cc(C)n2)cc1 | i | -0.5
NCCCC[C@H]1CNC(=S)N1CCCCC1CCCCC1 | i | -0.29
Cc1cc(Oc2ccccc2)nc(SCC(=O)Nc2ccc(Cl)cc2Cl)n1 | i | -0.21
COc1ccc(CCN2CC(C(=O)NCc3cnn(C(C)C)c3)CCC2=O)cc1 (stereo unspecified) | i | -0.51
Cc1ccc(NC(=O)COc2ccccc2CNC(C)(C)CC(C)(C)C)cc1 | i | -6.3*
CCCCC(=O)Nc1cc(-c2nc3ncccc3o2)ccc1C | i | -0.03
O=C(Cn1c(=O)oc2ccccc21)NCCc1ccccc1 | i | -0.12
CCOC(=O)C1CCCN(C(=O)c2sc3nc(C)nc(N4CCOCC4)c3c2C)C1 (stereo unspecified) | i | 2.2
O=C(/C=C\c1ccccc1)NCC(=O)N/N=C/c1ccc(O)cc1O | i | -1
Cc1cc(NC(=O)CCC(=O)N(C2CC2)C(C(=O)NC(C)(C)C)c2ccccc2Cl)no1 (stereo unspecified) | i | 0.16
CN(CCc1ccccc1)C1CCCN(S(=O)(=O)c2cccc(F)c2)C1 (stereo unspecified) | i | -2.5
CCC(C(=O)NCc1ccc(F)cc1)n1nc(C)n2c(cc3occc32)c1=O (stereo unspecified) | i | 0.19
Cc1ccc(-n2nnnc2-c2cnc3ccc(Cl)cc3c2-c2ccccc2)cc1 | i | 0.75
c1ccc(C2=Nn3c(nnc3-c3cccs3)SC2)cc1 | i | -0.3
O=C1c2ccccc2C(=O)c2[nH]cnc21 | i | 2.2
O=C(CCCOc1ccc(Cl)cc1Cl)N1CCCc2ccccc21 | i | -1.8
CCOC(=O)Cc1c[nH]c2ccccc12 | i | -1.7
Cc1ccccc1CS(=O)(=O)CCC(=O)O | i | -1.9
CC(=O)c1cc(C#N)c(N2CCOCC2)nc1C | i | -2.3
CC(C)(C)c1ccc(OCC(=O)NNC(=O)c2cccnc2)cc1 | i | 0.59
CCc1cc(=O)oc2cc(OCc3nn[nH]n3)ccc12 | i | -0.28
COC(=O)c1nnn(CC(=O)NC(=O)Nc2ccccc2)c1C(=O)OC | i | 1.5
COc1ccc(C(=O)Nc2nnc(-c3ccccc3)s2)cc1 | i | -0.1
CCNc1nc2c(c(=O)[nH]c(=O)n2C)n1CCCc1ccccc1 | i | -0.84
CN1C(=O)c2ccc(NC(=O)C3CC3)cc2C1=O | i | -0.15
CC(=O)Oc1ccc(/C=N/NS(=O)(=O)c2ccccc2)cc1 | i | 0.48
CCCCN(CCCC)S(=O)(=O)c1ccc2oc(C(=O)N3CCOCC3)c(C)c2c1 | i | -4.8*
O=C(CCCn1c(=O)c2sccc2n(CC(=O)OCc2ccccc2)c1=O)NCc1ccco1 | i | -0.32
COc1cccc(NC(=O)[C@@H]2CCCN2C(=O)[C@@H]2Cc3ccccc3CN2C(=O)OC(C)(C)C)c1 | i | 0.21
O=C(NNC(=O)c1cc2c(s1)CCCC2)c1ccccc1 | i | -0.96
CCN1C(=O)c2ccc(C(=O)NCc3ccccc3)cc2C1=O | i | -1
CC(C)c1ncc(C(O)c2ccccc2)n1C (stereo unspecified) | i | 0.48
CCOc1ccc(C(=O)N2CCCN(C(=O)c3ccc(OCC)cc3)CC2)cc1 | i | -1.6
Cc1ccc(NC(=O)CCCN2C(=O)c3cccc4cccc(c34)C2=O)cc1 | i | -0.08
Oc1c(C(c2ccco2)N2CCC3(CC2)OCCO3)sc2ncnn12 (stereo unspecified) | i | 0.68
Cc1ccc(C#N)c(SCC(=O)Nc2nccs2)n1 | i | -0.77
Cn1c(=O)c(C(=O)CSc2ccccc2)c(N)n(Cc2ccccc2)c1=O | i | 1.1
Cc1noc(C)c1C(=O)NCCc1c(C)[nH]c2ccccc12 | i | -0.96
C[C@H](NC(N)=O)C(=O)N1CCN(S(=O)(=O)c2ccc3ccccc3c2)CC1 | i | 0.72
O=C1Nc2cc(Cl)ccc2C1(N1CCNCC1)C(F)(F)F (stereo unspecified) | i | -1.1
O=c1[nH]cc([N+](=O)[O-])cc1Br | i | 0.39
COc1ccc(-c2csc(=Nc3ccccc3)n2CCO)cc1 | i | 0.07
Cc1nn(-c2ccc(F)cc2)c2c1cc(C#N)c1nc3ccccc3n12 | i | 1.4
O=C(COC(=O)/C=C/c1cn(-c2ccccc2)nc1-c1ccc2c(c1)OCCO2)NC1CCS(=O)(=O)C1 (stereo unspecified) | i | -0.51
Cc1ccc(NC(=O)Cn2nnc(-c3ccccc3NC(=O)c3cccs3)n2)cc1 | i | -0.17
CCC1CCCCN1C(=O)CN1C(=O)CSC1=O (stereo unspecified) | i | 0.53
Cc1cccc(-c2cc3nc(-c4ccccc4)cc(N4CCC5(CC4)OCCO5)n3n2)c1 | i | -0.66
Cc1cc(C)cc(S(=O)(=O)c2cnc3ccccc3n2)c1 | i | -0.18
CC(C)C(=O)Nc1ccc(Sc2ccc(F)cc2)cc1 | i | -0.18
Cc1ccc(/C=C(\NC(=O)c2ccccc2)C(=O)NC2CCN(Cc3ccccc3)CC2)o1 | i | -0.2
CC1C=CCC2C(=O)N(c3cccc(C(=O)N4CCN(c5ccc(F)cc5)CC4)c3)C(=O)C12 (stereo unspecified) | i | x
O=C(Nc1ccccc1)NC1(C(=O)N2CCN(c3ncccn3)CC2)CCCCC1 | i | -0.94
CC(=O)N1C(C(=O)O)CSC1c1ccc(C)cc1 (stereo unspecified) | i | 0.51
COc1cccc(N(C(=O)Cn2nnc(-c3ccc(Cl)cc3)n2)C(C(=O)NCC2CCCO2)c2ccc(C)cc2)c1 (stereo unspecified) | i | 0.06
CCOC(=O)c1ccc(NC(=O)C(=O)NCC2CCCO2)cc1 (stereo unspecified) | i | 0.75
Cc1c(/C=C/C(=O)c2cccs2)cnn1C | i | -1.1

No enrichment for hits; any-hit rate near 1.6%.
